p53ts 32C kill – qHTS Screen for Compounds that Selectively Target Cancer Cells with p53 Mutations: Cytotoxicity of p53ts Cells at the Permissive Temperature; H1299-p53A138V at 32C, ATP luminescence viability, 24 h; Potency, µM (series often up to 46.1 µM), for inactives: at the highest dose activity change, negative = cytotoxicity, usual class: cytotoxic; actives 0.93% (n = 130,000);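 further: 0% = DMSO and -100% = full killing by reference compound; nearly all actives have a fitted effect of over 55% in size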
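ATP-content luminescence (ATPlite) read-out after 24 h compound exposure at 32C in H1299-p53A138V cells (600/well). Tested up to 46 uM. Normalized to DMSO (0%) and 100 uM tamoxifen (100% killing); Hill-fit AC50.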
IkB signaling – IkB Signaling; ABC-DLBCL IkBa-CBG/CBR dual luciferase ratio, 4 h; response scale: scaled: untreated 0%, proteasome inhibitor 100%; Potency, µM (highest dose often 57.1 µM), without a hit: top-dose IkBa stabilization activation; actives 0.04% (n = 110,000); AID 445, 2006; active means well fitted curve in the direction sought with a large enough effect in the signal ratio, not every such curve was filed as active; inconclusive means small, poorly fitted or top-dose-only effect, or a change in a side signal; the % refers to the signal ratio;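 further: the direction sought is a rising ratio; 0% = basal untreated cells and 100% = reference inhibitor full response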
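Luminescence ratio of IκBα-fused green versus native red beetle luciferase in OCI-Ly3 cells, 4 h post-doxycycline with compound; red signal alone, scaled from basal (0%) to zero light (-100%), flagged nonspecific or cytotoxic effects.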
p53ts 39C tox – qHTS Screen for Compounds that Selectively Target Cancer Cells with p53 Mutations: Cytotoxicity of p53ts Cells at the Nonpermissive Temperature | H1299-p53A138V viability at 39C, ATP luminescence, 24 h | Potency, µM (doses to about 46.1 µM), for inactives: at the highest dose activity change, negative = cell killing, actives largely listed as cytotoxic | actives 1.5% (n = 130,000) | AID 902, 2007; further: nearly all actives have a fitted effect of over 55% in size
Imprint erasure – qHTS Assay for Compounds that Induce Erasure of Genomic Imprints; mouse ES Peg3-LacZ reporter, beta-gal luminescence, 40 h; actives 0.02% (n = 110,000); Potency, µM (highest dose often 60.7 µM), for the others: at the top dose activity change, positive = activation, actives largely listed as activators;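 further: 0% = negative control wells on the plate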
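Each well holds 300 Peg3LacZ-Neo (maternal) female ES cells incubated 40 h at 37C, 5% CO2. LacZ is measured by BetaGlo luminescence, with AC50 and maximum efficacy derived from dose-response curves.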
Starred values were filed as active, the others as inactive; ? = inconclusive; nt = no result given; [ ] = remark or other dose. Unless noted, the call rests on the fitted dose curve; in most records, active means well fitted curve in the direction sought with a large enough effect; inconclusive means small, poorly fitted or top-dose-only effect, or another doubt; inactive means no such curve, though single readings can be large; an effect the other way counts as inactive or inconclusive. Unless noted, on the % scale 0 is the no-effect control and ±100 the full control effect; potency means the concentration at half of the fitted maximal effect.

#1 COc1ccc(OC(=O)c2nc(SCc3ccccc3F)ncc2Cl)cc1
#2 O=C(Nc1cn(-c2ccccc2)nc1-c1cccs1)c1ccco1
#3 c1ccc2c(c1)[nH]c1c(NCC3CCCO3)ncnc12 (stereo unspecified)
#4 Cc1ccc(CCNC(=O)c2ccc3c(=O)n(-c4ccc(C)cc4)c(=O)[nH]c3c2)cc1
#5 COC(=O)NCc1ccc(Cl)c(Cl)c1
#6 COc1ccc(NC(=O)c2ccccc2NS(C)(=O)=O)cc1OC

Compound,1,2,3,4,5,6
p53ts 32C kill,-2%,-3%,-4%,1%,-13%,-16%
IkB signaling,0.9%,0.5%,3.2%,-2.6%,2.9%,0.0%
p53ts 39C tox,-1%,-11%,0%,2%,1%,-25%
Imprint erasure,-29%[10.9 µM],-11%,-24%,-3%[10.9 µM],-7%,-8%

#7 CCC1c2ccc(C)n2CCN1C(=O)Nc1ccc(F)cc1 (stereo unspecified)
#8 COc1ccc(NC(=O)C2CCN(S(=O)(=O)c3c(C)noc3/C=C/c3cccs3)CC2)cc1
#9 O=C(NO)c1ccc(OC(F)F)cc1
#10 COc1ccc(-c2nc3cnc(N4CCNCC4)nc3n(Cc3cccs3)c2=O)cc1
#11 COc1cc(OC)c(C2N(c3cc(C)on3)C(=O)C3CCCN32)cc1OC (stereo unspecified)
#12 O=[N+]([O-])c1c(Cl)cc(Cl)cc1Cl

Compound,7,8,9,10,11,12
p53ts 32C kill,-13%,-9%,-6%,?,5%,-22%[1.84 µM]
IkB signaling,1.1%,-0.4%,3.0%,-0.4%[11.4 µM],0.5%,-0.6%
p53ts 39C tox,-17%,-19%,-4%,?,-9%,-4%
Imprint erasure,-32%[inhibitor],-9%[10.9 µM],-17%,-50%[inhibitor],-12%,14%

Quoted at random: 3 compounds from above.
#8 COc1ccc(NC(=O)C2CCN(S(=O)(=O)c3c(C)noc3/C=C/c3cccs3)CC2)cc1
#10 COc1ccc(-c2nc3cnc(N4CCNCC4)nc3n(Cc3cccs3)c2=O)cc1
#4 Cc1ccc(CCNC(=O)c2ccc3c(=O)n(-c4ccc(C)cc4)c(=O)[nH]c3c2)cc1

Compound,8,10,4
p53ts 32C kill,-9%,?,1%
IkB signaling,-0.4%,-0.4%[11.4 µM],-2.6%
p53ts 39C tox,-19%,?,2%
Imprint erasure,-9%[10.9 µM],-50%[inhibitor],-3%[10.9 µM]

(continued)
#13 CCCCNC(=O)c1cc2c(-c3ccc(Cl)cc3)nn(C)c2s1
#14 CCOC(=O)CN1C(C(=O)c2ccccc2)=C(OC(=O)c2ccccc2)c2ccccc2S1(=O)=O
#15 Cn1nnnc1SCC1=C(C(=O)O)N2C(=O)[C@@H](NC(=O)[C@@H](O)c3ccccc3)[C@@H]2SC1
#16 Cc1ccc(OCC(=O)OC2CCS(=O)(=O)C2)cc1 (stereo unspecified)
#17 COc1ccc(-c2cn3nc(N4CCC(C(=O)Nc5cccc(Cl)c5)CC4)sc3n2)cc1
#18 COc1cn(CC(=O)Nc2cccc(C)c2)c(CN2CCCCC2)cc1=O

Compound,13,14,15,16,17,18
p53ts 32C kill,2%,12%,-11%[20.6 µM],-2%,-17%,11%
IkB signaling,0.9%,?,0.7%[25.6 µM],6.2%,-2.7%,1.3%
p53ts 39C tox,-11%,-21%,8%[20.6 µM],8%,-2%,-21%
Imprint erasure,-8%,-10%[10.9 µM],-10%[16.8 µM],nt,-15%[10.9 µM],6%[10.9 µM]

#19 N#CCCn1nnc(-c2ccccc2F)n1
#20 C=CCOc1ccc(/C(O)=C2\C(=O)C(=O)N(CCCOC)C2c2ccc(O)c(OC)c2)cc1 (stereo unspecified)
#21 CC(Sc1nc(-c2ccccc2)cc(C(F)(F)F)n1)C(=O)N1CCC(C(N)=O)CC1 (stereo unspecified)
#22 Cc1c(C(=O)NCC2CCCO2)oc2ccc(S(=O)(=O)N3CC(C)CC(C)C3)cc12 (stereo unspecified)
#23 CCC(=O)N1CCc2cc(Br)cc(S(=O)(=O)CCC(=O)NCc3ccccc3OC)c21
#24 CC(C)CCC[C@@H](C)[C@@H]1CC[C@@H]2[C@H]3CC[C@H]4C[C@@H](N)CC[C@@]4(C)[C@@H]3CC[C@]21C

Compound,19,20,21,22,23,24
p53ts 32C kill,19%,1%,0%,5%,9%,-1%[9.22 µM]
IkB signaling,-1.3%,1.1%,-1.0%,4.5%,?,1.4%[11.4 µM]
p53ts 39C tox,5%,3%,6%,28%,12%,-3%[9.22 µM]
Imprint erasure,-9%,2%,1%,-10%,1%[10.9 µM],-12%[10.9 µM]

#25 COc1cccc(OCC(=O)NC2CC(=O)N(c3ccc4c(c3)OCCO4)C2)c1 (stereo unspecified)
#26 COc1ccc(Cl)cc1NC(=O)CCC(=O)N1CCOc2ccccc21
#27 Cn1c(=O)c2c(nc(SCC(=O)Nc3ccc(F)cc3)n2Cc2ccccc2)n(C)c1=O
#28 CCOC(=O)CC(=O)CSC1=C(C#N)C(c2ccccc2OC)CC(=O)N1 (stereo unspecified)
#29 COC(=O)c1ccccc1NC(=O)CCc1c(C)nc2c(c(C)nn2-c2ccccc2)c1C
#30 Cc1nc(N2CCOCC2)c2c(C(=O)N(C)Cc3ccccc3)c(C)oc2n1

Compound,25,26,27,28,29,30
p53ts 32C kill,-3%,-2%,9%,15%,0%,8%
IkB signaling,0.1%,-0.8%,?,0.6%,1.7%,-4.1%
p53ts 39C tox,-6%,-8%,-6%,21%,-3%,5%
Imprint erasure,-14%[10.9 µM],25%[10.9 µM],-8%[10.9 µM],1%,17%[10.9 µM],10%[10.9 µM]

#31 CCCS(=O)(=O)N1CCCC(C(=O)NCCN2CCCCC2C)C1 (stereo unspecified)
#32 Cc1cccc(N2CCN(S(=O)(=O)c3ccc4c(c3)CCCN4C(=O)C3CCC3)CC2C)c1 (stereo unspecified)
#33 CCOC(=O)N1CCN(C(=O)c2nn(-c3ccc(C)cc3)c(=O)c3c2c2ccccc2n3C)CC1
#34 CN(c1ncnc2onc(-c3cccc(Cl)c3)c12)C1CCCCC1
#35 Cc1noc(C)c1C(=O)N1CCC2(CCN(Cc3nccs3)CC2)CC1
#36 CCOC(=O)Cn1c(C2CC(=O)N(c3ccc(C)cc3)C2)nc2ccccc21 (stereo unspecified)

Compound,31,32,33,34,35,36
p53ts 32C kill,1%,1%,-4%,5%,-7%,-2%
IkB signaling,0.7%,?,-1.2%,?,3.2%[11.4 µM],?
p53ts 39C tox,0%,-19%,2%,-16%,2%,-3%
Imprint erasure,-20%,-14%[10.9 µM],0%,-15%[10.9 µM],nt,-18%[10.9 µM]

#37 CCc1ccc(CNC(=O)C2COc3ccc(OC)cc3C2)cc1 (stereo unspecified)
#38 COc1ccccc1CNC(=O)CCc1c(C)nn(-c2ccc(N3CCOCC3)nn2)c1C
#39 COc1ccccc1N1CCN(c2csc3ccc(Cl)cc3c2=O)CC1
#40 CCCCC(=O)Nc1ccc(C(=O)NCc2ccncc2)cc1
#41 CCC(=O)Nc1nc(C)cc(SCC(=O)OC)n1
#42 Cc1ccc(Cn2ccc(NC(=O)c3noc4c3CCCCC4)n2)cc1

Compound,37,38,39,40,41,42
p53ts 32C kill,-2%,-6%,-2%,-3%,3%,-21%
IkB signaling,3.7%,2.6%,4.7%,-0.4%,-0.3%,1.6%
p53ts 39C tox,?,7%,2%,-4%,-3%,-5%
Imprint erasure,-7%[10.9 µM],-11%[10.9 µM],-6%[10.9 µM],-7%,-3%,-17%

#43 Cc1ccc(N2CCN(C(=O)c3c(C)oc4nc(C)nc(N5CCCC5)c34)CC2)c(C)c1
#44 CCCC(O)c1nc2ccccc2n1CCCOc1ccc(Cl)cc1 (stereo unspecified)
#45 CCOc1ccc(OCC)c(NC(=O)Cn2ncc3c4ccccc4n(Cc4ccccc4)c3c2=O)c1
#46 COc1cc(C=O)c([N+](=O)[O-])cc1OC
#47 Cn1c(=O)c2nc(SCC(=O)Nc3cc(Cl)ccc3Cl)n(C)c2n(C)c1=O
#48 CC(C)Oc1ccc(C(=O)NCc2cccnc2)cc1

Compound,43,44,45,46,47,48
p53ts 32C kill,-6%,-2%,-3%,-12%,3%,-20%
IkB signaling,?,?,2.2%,nt,?,-0.4%
p53ts 39C tox,7%,38%[activator],-5%,-20%,-3%,-3%
Imprint erasure,10%[10.9 µM],-6%[10.9 µM],18%[10.9 µM],-21%,-8%[10.9 µM],-17%

#49 Cc1cccc(C)c1NC(=O)CS(=O)CC(=O)NC1CCCc2ccccc21 (stereo unspecified)
#50 COc1cc(C2CC(=O)Nc3c2c(=O)n(C)c2ncnn32)cc(OC)c1OC (stereo unspecified)
#51 COc1ccc(CCNC(=O)CCn2c(=O)oc3ccccc32)cc1OC
#52 CCn1c(C(=O)NCCc2ccc(S(N)(=O)=O)cc2)cc2sc(Cl)cc21
#53 CN(Cc1ccccc1)S(=O)(=O)c1ccc(F)c(C(=O)Nc2cc(Cl)cc(Cl)c2)c1
#54 COc1ccccc1C(=O)Nc1ccc(C(=O)O)cc1

Compound,49,50,51,52,53,54
p53ts 32C kill,3%,1%,3%,-6%,0%,1%
IkB signaling,1.1%,-0.5%,-1.8%,-1.2%,?,?
p53ts 39C tox,-6%,0%,3%,?,?,9%
Imprint erasure,10%,6%[10.9 µM],-5%,-9%[10.9 µM],-20%[10.9 µM],-41%[inhibitor]

#55 O=C(Nc1ccc2c(c1)OCO2)c1c(Cl)nc2sccn12
#56 C(=N\n1cnnc1)/c1ccc2ncccc2c1
#57 CC(=O)NC(CCS(C)(=O)=O)C(=O)Nc1cccc(C)c1C (stereo unspecified)
#58 CCC(=O)Nc1nc2cc(OC)ccc2s1
#59 CC(C)(Oc1ccc(Cl)cc1)C(=O)Nc1ncccn1
#60 c1ccc(CCCNc2nnnc3ccccc23)cc1

Compound,55,56,57,58,59,60
p53ts 32C kill,-9%,10%,-3%,-20%,1%,5%[9.22 µM]
IkB signaling,-0.3%,-0.8%,3.5%,0.9%,2.4%,-0.6%[11.4 µM]
p53ts 39C tox,-11%,1%,8%,-22%,6%,-10%[9.22 µM]
Imprint erasure,-34%[inhibitor],-4%,-1%,-56%[inhibitor],-6%,-5%[10.9 µM]

#61 Cn1c(C(=O)N2CCCC(C(=O)NCCCc3ccccc3)C2)cc2sccc21 (stereo unspecified)
#62 CC(=O)c1cccc(N=C2C(=O)Nc3ccccc32)c1
#63 CC1CCCN(S(=O)(=O)c2cc(C(=O)NCc3ccccc3Cl)n(C)c2)C1 (stereo unspecified)
#64 CN(Cc1ccco1)c1cc(-c2cccnc2)ncn1
#65 COCC(=O)N1CCC2(CCCN(C(=O)Nc3cccc(C#N)c3)C2)CC1
#66 Cc1ccc(NC(=O)c2c(N3CCCC3=O)c3cc(C)ccc3n2C)c(C)c1

Compound,61,62,63,64,65,66
p53ts 32C kill,12%,-4%,3%,13%,-12%,-7%
IkB signaling,?,1.1%,?,0.1%[11.4 µM],-1.1%[11.4 µM],?
p53ts 39C tox,22%,-2%,-10%,-7%,3%,-5%
Imprint erasure,-18%,2%,-5%[10.9 µM],-9%,nt,-7%[10.9 µM]

#67 CCc1ccccc1NC(=O)CN1C(=O)C2CCCN2c2ncc(Cl)cc21 (stereo unspecified)
#68 Cn1c(SCC(=O)c2ccc(F)cc2)nnc1-c1ccccc1Br
#69 COc1ccc(C)cc1NC(=O)C1CCN(S(=O)(=O)c2cc(Br)cc3c2N(C(C)=O)CC3)CC1
#70 COc1ccc(-c2cc(C(=O)NC3CCCC3)no2)cc1OC
#71 O=C(O)c1c(-c2ccccc2)c2oc3ccccc3c2[nH]c1=O
#72 CC(NC(=O)Cn1cc2c(n1)CCCCC2)c1ccccc1 (stereo unspecified)
#73 CCOc1ccc(CC(=O)Nc2ccc3nc(N4CCCCC4)cc(C)c3c2)cc1OCC

Compound,67,68,69,70,71,72,73
p53ts 32C kill,-2%,-12%,-2%,-11%,-1%,0%,3%
IkB signaling,nt,0.2%,?,0.1%,0.1%,1.1%,-1.5%
p53ts 39C tox,1%,-21%,11%,-8%,16%,-8%,-4%
Imprint erasure,nt,11%[10.9 µM],11%[10.9 µM],-6%,-7%,-17%,-18%[10.9 µM]
